# Mcl-1 Bim block: disrupts Bim peptide binding to human Mcl-1; Q07820; Bead-based flow cytometry, Bim peptide-Mcl-1 binding; inhibition, % at 10 µM; 190,000 tested, 0.1% active; AID 1009;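 note: 0% = no compound tracer wells and 100% = peptide blocker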
# Bim-Bcl-W: inhibitors of Bim-Bcl-W interaction, human; AID 952; inhibition, % at 10 µM; bead-based flow cytometry, Bim peptide-Bcl-W binding; 190,000 tested, 0.02% active;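 note: 0% = bound tracer without compound and 100% = peptide blocker; higher means less fluorescent Bim peptide bound to Bcl-W beads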
# Target sequence (Q92843 whole entry, looked up): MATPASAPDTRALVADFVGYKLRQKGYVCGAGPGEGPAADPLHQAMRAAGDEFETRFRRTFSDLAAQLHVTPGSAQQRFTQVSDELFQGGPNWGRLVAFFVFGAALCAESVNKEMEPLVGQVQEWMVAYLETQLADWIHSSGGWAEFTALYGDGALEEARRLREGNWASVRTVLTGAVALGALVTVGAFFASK
# RGS7-Gao: regulators of human RGS7-Galphao interaction; P09471; Multiplexed bead flow cytometry, RGS7-Galphao binding; actives lie on both sides; binding response (% of control), % at 10 µM; 220,000 tested, 0.35% active; in the data active = binding response below about 49% or above about 150%; inconclusive = no clear call, values can overlap the other calls; inactive = in between;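 note: fluorescent Galphao held in activated GDP-AlF4 state binding bead-coupled RGS7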
# Target sequence (P09471 whole entry, looked up): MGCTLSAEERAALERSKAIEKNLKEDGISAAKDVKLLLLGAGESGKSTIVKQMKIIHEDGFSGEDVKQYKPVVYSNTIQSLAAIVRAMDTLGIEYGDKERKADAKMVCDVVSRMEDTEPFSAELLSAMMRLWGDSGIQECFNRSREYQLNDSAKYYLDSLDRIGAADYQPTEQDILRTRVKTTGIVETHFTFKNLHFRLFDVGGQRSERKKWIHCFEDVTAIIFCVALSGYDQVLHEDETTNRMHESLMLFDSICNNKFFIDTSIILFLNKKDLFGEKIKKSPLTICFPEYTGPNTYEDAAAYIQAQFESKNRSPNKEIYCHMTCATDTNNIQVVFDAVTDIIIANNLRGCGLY
# RGS4-Gao reg: human RGS4-Galphao interaction regulation | P09471 | Multiplexed bead flow cytometry, RGS4-Galphao binding; actives lie on both sides | binding response (% of control), % at 10 µM | 220,000 tested, 0.33% active; in the data active = binding response below about 49% or above about 150%; inactive = in between;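 note: fluorescent Galphao activated with aluminum fluoride binding bead-coupled RGS4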
# Bcl-XL Bim block: human Bim-Bcl-XL interaction inhibition. 190,000 tested, 0.04% active. Bim peptide-Bcl-XL binding, bead flow cytometry, fluorescence. inhibition, % at 10 µM. AID 1007. Q07817
# Target sequence (Q07817 whole entry, looked up): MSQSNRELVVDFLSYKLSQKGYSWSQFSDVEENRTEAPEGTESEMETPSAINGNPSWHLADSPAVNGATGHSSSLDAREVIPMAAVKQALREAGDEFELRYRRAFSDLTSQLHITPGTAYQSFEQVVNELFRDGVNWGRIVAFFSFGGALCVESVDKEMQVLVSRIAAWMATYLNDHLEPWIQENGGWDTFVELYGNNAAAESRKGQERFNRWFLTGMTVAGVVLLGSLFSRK
# Mcl1 Bid PPI: disrupts binding of human Mcl-1 to Bid peptide. inhibition, % at 21.7 µM. TR-FRET Mcl-1/Bid-Dy647 peptide binding, 1536-well. AID 1021. 220,000 tested, 0.97% active;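 active = compounds that cut the binding signal by more than half at the single screening dose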;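 note: His-tagged Mcl-1 with europium anti-His antibody binding Bid BH3 peptide; 0% = Mcl-1 plus peptide wells and 100% = peptide-only wells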
# Bim-Bfl-1: disrupts Bim binding to human Bfl-1 | Q16548 | Bead-based flow cytometry, Bim-Bfl-1 binding inhibition | inhibition, % at 10 µM | 190,000 tested, 0.12% active | AID 1008;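 note: 0% = wells without compound plus tracer and 100% = blocker peptide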
# GSH fluor: GSH bead compound fluorescence profile; GSH beads flow cytometry, compound fluorescence 488/530 nm; hits give high values; 190,000 tested, 0.25% active; fluorescence (KMESF) at 10 µM; in the data active = fluorescence above about 89;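 note: glutathione beads carrying GST-tagged Bcl family fusion proteins plus one bare bead set; values are compound well signal with DMSO vehicle wells as background; inactives centre near 16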
# RGS8-Gao reg: human RGS8-Galphao interaction regulation | P09471 | multiplexed bead flow cytometry, RGS8-Galphao binding; actives lie on both sides | response (percent of control binding), % at 10 µM | 220,000 tested, 0.34% active | AID 1423; in the data active = response below about 60% or above about 140%; inactive = in between;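 note: Galphao activated as the GDP aluminium fluoride complex binding bead-coupled RGS8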
# Bim-Bcl-B: inhibitors of Bim-Bcl-B interaction, human. bead-based flow cytometry, Bim peptide-Bcl-B binding. Q9HD36. inhibition, % at 10 µM. 190,000 tested, 0.073% active. AID 951;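 note: 0% = tracer peptide without compound and 100% = reference inhibitor peptide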
# Bim-Bcl-2: human Bim-Bcl-2 interaction inhibition | P10415 | inhibition, % at 10 µM | 190,000 tested, 0.06% active | AID 950 | Bead-based flow cytometry, Bim peptide-Bcl-2 binding; in the data active = inhibition above about 40%; inconclusive = no clear call, values can overlap the other calls;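 note: 0% = no compound wells with probe peptide and 100% = reference peptide inhibitor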
# Active calls of the source: *; ? = inconclusive. Cut-off read from the data, not from the text of the source, unless noted: active = inhibition above about 40%. Compounds as they come. Share with any hit: about 1.8%.
1) C=CCn1c(=NC(=O)C2CCCCC2)sc2cc(NC(C)=O)ccc21
2) COc1ccc(CC(=O)NCc2ccc3c(c2)OCO3)cc1
3) O=C(/C=C/c1cccc([N+](=O)[O-])c1)n1cnc2ccccc21
4) Cc1c(NC(=O)C2(c3ccccc3)CCOCC2)c(=O)n(-c2ccccc2)n1C
5) CCCCSC(=O)Nc1ccccc1
6) CC(OC(=O)Cc1coc2ccc3ccccc3c12)C(=O)Nc1ncc(Cl)cc1Cl (stereo not drawn)
7) CCCCNC(=S)NNC(=O)c1cccnc1
8) CN1C(=O)CC2(CC(=O)N(Cc3ccccc3)C2)C1=O (stereo not drawn)
Compound | 1 | 2 | 3 | 4 | 5 | 6 | 7 | 8
Mcl1 Bid PPI | 7 | -3 | -11 | -11 | -27 | -53 | -22 | -12
Bcl-XL Bim block | -3 | 0 | -2 | 6 | 0 | -2 | -5 | -7
RGS4-Gao reg | 98 | 97 | 96 | 100 | 105 | 89 | 99 | 96
Bim-Bcl-W | 1 | 6 | 0 | 0 | 2 | -1 | -6 | -4
Mcl-1 Bim block | 0 | 0 | -1 | 1 | 2 | -4 | -5 | -3
Bim-Bfl-1 | -9 | -9 | -3 | -12 | 4 | -2 | -3 | -8
Bim-Bcl-2 | -7 | -4 | 0 | -5 | 2 | -2 | -6 | -5
RGS7-Gao | 101 | 98 | 100 | 103 | 97 | 95 | 102 | 100
GSH fluor | 27 | 54 | 14 | 49 | 17 | 7 | 19 | 14
RGS8-Gao reg | 105 | 101 | 99 | 99 | 103 | 81 | 102 | 98
Bim-Bcl-B | -6 | -8 | -5 | -10 | 4 | -2 | -20 | -6

# Entries from the list above that have nitrogen in an aromatic ring, in the order listed:
1) C=CCn1c(=NC(=O)C2CCCCC2)sc2cc(NC(C)=O)ccc21
3) O=C(/C=C/c1cccc([N+](=O)[O-])c1)n1cnc2ccccc21
4) Cc1c(NC(=O)C2(c3ccccc3)CCOCC2)c(=O)n(-c2ccccc2)n1C
6) CC(OC(=O)Cc1coc2ccc3ccccc3c12)C(=O)Nc1ncc(Cl)cc1Cl (stereo not drawn)
7) CCCCNC(=S)NNC(=O)c1cccnc1
Compound | 1 | 3 | 4 | 6 | 7
Mcl1 Bid PPI | 7 | -11 | -11 | -53 | -22
Bcl-XL Bim block | -3 | -2 | 6 | -2 | -5
RGS4-Gao reg | 98 | 96 | 100 | 89 | 99
Bim-Bcl-W | 1 | 0 | 0 | -1 | -6
Mcl-1 Bim block | 0 | -1 | 1 | -4 | -5
Bim-Bfl-1 | -9 | -3 | -12 | -2 | -3
Bim-Bcl-2 | -7 | 0 | -5 | -2 | -6
RGS7-Gao | 101 | 100 | 103 | 95 | 102
GSH fluor | 27 | 14 | 49 | 7 | 19
RGS8-Gao reg | 105 | 99 | 99 | 81 | 102
Bim-Bcl-B | -6 | -5 | -10 | -2 | -20

# Remaining list, next part
9) CCN(CCO)Cc1csc2ccccc12
10) CC(C)(C)C(=O)[C@@H]1[C@@H]2C(=O)N(c3ccc4c(c3)OCCO4)C(=O)[C@@H]2C2c3ccccc3C=CN21 (stereo partly drawn)
11) CCCC(=O)Nc1ccc(NC(=O)CCc2ccccc2)cn1
12) Cc1nn(Cc2ccccc2)c(N)c1C#N
13) N#CC1=C(O)CCCn2c1nc1ccccc1c2=O
14) CCCCCCn1c(N2CCC(C(N)=O)CC2)nc2c1c(=O)[nH]c(=O)n2C
15) CCOC(=O)c1sc2cc([N+](=O)[O-])cc(SCC(C)C)c2c1N
16) CCC(C)(C)NC(=O)C(OC(=O)c1cc2sccc2n1C)c1ccc(OC)cc1 (stereo not drawn)
Compound | 9 | 10 | 11 | 12 | 13 | 14 | 15 | 16
Mcl1 Bid PPI | -22 | -18 | -12 | -12 | -25 | -43 | -7 | -6
Bcl-XL Bim block | -8 | 3 | -4 | -2 | 1 | 0 | -5 | -9
RGS4-Gao reg | 96 | 110 | 103 | 103 | 99 | 97 | 136 | 104
Bim-Bcl-W | -6 | 0 | -4 | 7 | 0 | 0 | -8 | 3
Mcl-1 Bim block | -9 | 1 | -1 | 2 | 1 | -2 | -10 | 0
Bim-Bfl-1 | -7 | 2 | -8 | -13 | -2 | -1 | -15 | -7
Bim-Bcl-2 | -5 | 2 | -6 | -6 | 0 | 0 | -18 | -5
RGS7-Gao | 94 | 120 | 99 | 102 | 97 | 97 | 124 | 101
GSH fluor | 15 | 20 | 46 | 51 | 25 | 6 | 39 | 63
RGS8-Gao reg | 110 | 111 | 102 | 103 | 101 | 97 | 106 | 101
Bim-Bcl-B | -5 | 3 | -5 | -2 | 1 | -1 | -17 | -5

# Continued (3 carried over from the part before).
14) CCCCCCn1c(N2CCC(C(N)=O)CC2)nc2c1c(=O)[nH]c(=O)n2C
15) CCOC(=O)c1sc2cc([N+](=O)[O-])cc(SCC(C)C)c2c1N
16) CCC(C)(C)NC(=O)C(OC(=O)c1cc2sccc2n1C)c1ccc(OC)cc1 (stereo not drawn)
17) CCOC(=O)c1c(NC(=O)c2cccs2)sc(CC)c1-c1cccs1
18) O=C(N=C1SCC(=O)N1c1ccccc1Cl)c1ccccc1
19) CC(=O)N(Cc1cccnc1)c1cccc(-c2nc3ccccc3s2)c1
20) CC(C)(C)C1=Nn2c(nnc2-c2ccco2)SC1
21) COc1cc(C(=O)N(Cc2cc3cc(C)ccc3[nH]c2=O)CC2CCCO2)cc(OC)c1OC (stereo not drawn)
22) NC(=O)N1CCN(C(=O)c2ccco2)CC1
23) O=C(O)CNC(=S)N(Cc1ccccc1)Cc1cccs1
24) CCNc1nc(Oc2ccc(=O)n(-c3ccccc3)n2)nc(N(C)C)n1
Compound | 14 | 15 | 16 | 17 | 18 | 19 | 20 | 21 | 22 | 23 | 24
Mcl1 Bid PPI | -43 | -7 | -6 | 1 | -28 | -5 | -28 | -7 | 70* | 4 | -14
Bcl-XL Bim block | 0 | -5 | -9 | -12 | -1 | -1 | -4 | 4 | -3 | 0 | -1
RGS4-Gao reg | 97 | 136 | 104 | 97 | 99 | 87 | 98 | 110 | 102 | 102 | 99
Bim-Bcl-W | 0 | -8 | 3 | -7 | -1 | 0 | 1 | 2 | 0 | -1 | -1
Mcl-1 Bim block | -2 | -10 | 0 | -3 | -2 | 4 | -1 | -2 | -1 | 1 | -5
Bim-Bfl-1 | -1 | -15 | -7 | 1 | -3 | -6 | -9 | -9 | -9 | -6 | 0
Bim-Bcl-2 | 0 | -18 | -5 | 2 | -3 | 0 | -11 | -8 | -10 | -2 | 1
RGS7-Gao | 97 | 124 | 101 | 96 | 97 | 83 | 102 | 107 | 99 | ? | 99
GSH fluor | 6 | 39 | 63 | 18 | 23 | 29 | 15 | 44 | 10 | 15 | 21
RGS8-Gao reg | 97 | 106 | 101 | 102 | 100 | 105 | 97 | 104 | 100 | 100 | 98
Bim-Bcl-B | -1 | -17 | -5 | -4 | -4 | -4 | -9 | -6 | -10 | -2 | 0

# Full records as entered above. Order of values: Mcl1 Bid PPI | Bcl-XL Bim block | RGS4-Gao reg | Bim-Bcl-W | Mcl-1 Bim block | Bim-Bfl-1 | Bim-Bcl-2 | RGS7-Gao | GSH fluor | RGS8-Gao reg | Bim-Bcl-B
# CC(C)(C)C1=Nn2c(nnc2-c2ccco2)SC1 as listed: -28 | -4 | 98 | 1 | -1 | -9 | -11 | 102 | 15 | 97 | -9
# O=C(N=C1SCC(=O)N1c1ccccc1Cl)c1ccccc1 as listed: -28 | -1 | 99 | -1 | -2 | -3 | -3 | 97 | 23 | 100 | -4

# High-throughput results from PubChem.
